A549 tox – counter-screen for Nrf2 inhibitors: cytotoxicity in A549 cells | Potency, µM (series often up to 46 µM), without a hit: at the highest dose activity change, negative = cytotoxicity, actives largely listed as inhibitors | A549 ARE-Fluc cells, CellTiter-Fluor viability, 18-24 h | 0.16% of 390,000 active | AID 504648; also: potency is read from the fitted curve at half-maximal effect; % is scaled to controls: 0 for no effect and ±100 for the full control effect
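A549 ARE-Fluc cells in 5% FBS OPTI-MEM, 5000 cells/well, rested 2 h then exposed to compounds in concentration-response for 18-24 h at 37 °C. Viability by CellTiter-Fluor fluorescence (Ex 405/Em 525) after 30 min; luciferase luminescence (BugLite, 15 min, RT) read afterwards.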
IL1B secr inh – inflammasome signaling inhibition, IL-1 beta readout; AID 743279; THP-1 LPS/ATP IL-1B secretion, AlphaLISA, 16 h; hits give low values; activity change, % at 57.5 µM; 4.7% of 360,000 active; in the data active = activity change below about -50%; inconclusive = mostly about -30% to -49%; also: % is scaled to controls: 0 for no effect and ±100 for the full control effect
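Secreted IL-1B measured by AlphaLISA bead assay after 16 h compound exposure of THP-1 cells; compounds (final up to 57.5 uM) added 1 h before LPS (250 ng/mL) and ATP (1.25 mM) stimulation; lower signal means less secretion.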
TGFb SMAD3 inh – blocks TGF-b signaling; HepG2 CAGA-GFP TGF-b/SMAD3 reporter, GFP fluorescence, 18 h; TGF-beta stimulated, 500 pg/mL final; Potency, µM (highest dose often 46.1 µM), for the others: top-dose activity, negative = inhibition, most hits filed as inhibitors; 1.2% of 410,000 active; AID 588855; also: potency is read from the fitted curve at half-maximal effect; % is scaled to controls: 0 for no effect and ±100 for the full control effect; nearly all actives have a fitted effect of over 65% in size
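Inhibition of TGF-beta-driven CAGA-GFP reporter expression in HEPG2 cells is measured by cellular GFP fluorescence after 18 h stimulation with 500 pg/mL recombinant TGF-beta in 1% FBS medium at 37 degrees C.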
S2 tox – viability counter-screen for ATXN expression inhibitors | S2 cells (HEK-293 line with an ATXN2-luciferase reporter) viability, CellTiter-Fluor protease fluorescence, 24 h | Potency, µM (highest dose often 56.7 µM), hits mostly cytotoxic | 0.49% of 400,000 active | AID 651635; also: potency is read from the fitted curve at half-maximal effect; nearly all actives have a fitted effect of over 40% in size
MCF10A rereplic – induces DNA re-replication in MCF 10a normal breast cells; 2.9% of 350,000 active; Potency, µM (highest dose often 46.1 µM), inactives show at the top dose activity, positive = re-replication, usual class: activators; MCF 10A DNA re-replication, Hoechst nuclear intensity, 48 h; also: potency is read from the fitted curve at half-maximal effect; % of control where 0% means no effect; nearly all actives have a fitted effect of over 50% in size
Nrf2 ARE act – activates Nrf2 signaling | AREc32 ARE-luciferase reporter (MCF7-derived line), luminescence, 24 h | 0.31% of 410,000 active | Potency, µM (series often up to 46.1 µM), for inactives: top-dose activation, actives largely listed as activators; also: potency is read from the fitted curve at half-maximal effect; % of control where 0% means no effect; nearly all actives have a fitted effect of over 65% in size
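Steps: seed AREc32_Fluc cells (1000/well, 5% FBS OPTI-MEM); incubate overnight at 37 deg C; add 23 nL compound; incubate 24 hr; add Steady-Glo; hold 30 min RT; read luminescence.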
HepG2 viability – counter-screen for TGF-b inhibitors: cytotoxicity in HepG2 cells. HepG2 CAGA-GFP viability, ATP luminescence, 18 h. Potency, µM (top dose mostly 46.1 µM), for the others: at the highest dose activity change, negative = cytotoxicity, actives largely listed as cytotoxic. 0.76% of 410,000 active; also: potency is read from the fitted curve at half-maximal effect; some results filed as inactive show a strong effect at the top dose
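CellTiter-Glo luminescence gave cytotoxicity after 18 hours at 37 degrees C. The cells were HepG2 CAGA-GFP in 1% FBS DMEM, stimulated with 500 pg/mL TGF-beta after compound addition. %Activity was normalised to no-cell wells (complete cell-killing) and DMSO (no toxicity), and curves were fitted and classified.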
Nrf2 inh – inhibitors of Nrf2 signaling. A549 ARE-Fluc reporter, luciferase luminescence, 18-24 h. Potency, µM (series often up to 46 µM), for the others: at the top dose activity change, negative = inhibition, actives largely listed as inhibitors. 2.1% of 360,000 active. AID 504444; also: potency is read from the fitted curve at half-maximal effect; % is scaled to controls: 0 for no effect and ±100 for the full control effect; nearly all actives have a fitted effect of over 60% in size
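Nrf2 activity is the BugLite luminescence, read 15 min after reagent at room temperature, following CellTiter-Fluor cytotoxicity readout (30 min, 37C). Compound titrations were applied for 18-24 h to 5000 A549 ARE_Fluc cells/well in 5% FBS OPTI-MEM.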
ATXN2 expr inh – reduces ATXN2 reporter expression in HEK-293 cells; HEK-293 ATXN2-luciferase reporter, luminescence, 24 h; Potency, µM (titrated, usually from 57 µM), for the others: at the highest dose activity change, negative = inhibition, actives largely listed as inhibitors; AID 1745845; 0.72% of 360,000 active; also: potency is read from the fitted curve at half-maximal effect; % is scaled to controls: 0 for no effect and ±100 for the full control effect; nearly all actives have a fitted effect of over 55% in size
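ATXN2-luciferase reporter cells (luciferase flanked by upstream and downstream ATXN2 gene portions) were treated 24 h at 37 °C with compounds at up to 57 uM. SteadyGlo luminescence gave expression; GF-AFC fluorescence gave viability.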
* marks the source's active call; other numbers are inactive results; i = inactive; ? = inconclusive; . = not tested or not shown; & = joins results of further samples; [ ] = remark or other dose. Unless noted, calls follow the shape of the dose curve; as a rule, active = well fitted curve in the direction sought with a large enough effect; inconclusive = small, poorly fitted or top-dose-only effect, or another doubt; inactive = no such curve, though single readings can be large; an effect the other way counts as inactive or inconclusive.

SMILES	A549 tox	IL1B secr inh	TGFb SMAD3 inh	S2 tox	MCF10A rereplic	Nrf2 ARE act	HepG2 viability	Nrf2 inh	ATXN2 expr inh
CCc1ccccc1NC(=O)c1cc(C)no1	-3%	13	1%	i	-7%	0.3%	-14%	-8%	-7%
Cc1cccc(C(=O)Nc2ccnc(-c3cccnc3)n2)c1	-2%	12	-6%	i	?	0.1%	3%	?	-31%
COC(=O)[C@]12CCCCC=C1N(Cc1ccccc1)C(=O)[C@H](CC(=O)N1CCN(C(=O)c3ccco3)CC1)C2	.	-3	.	?	.	0.5%	.	.	-1%
COc1cccc(C(=O)OCCN2C(=O)c3ccccc3C2=O)c1OC	-9%	15	1%	i	3%	0.1%	-2%	3%	-5%
CCOc1cc(C(=O)NCc2ccco2)cc(OCC)c1OCC	-6%	-24	28%	i	17%	6.4%	-7%	2%	15%
CCCOc1ccc(Cc2c(O)nc(N)[nH]c2=O)cc1C	-2%	5	10%	i	-3%	0.3%	12%	-18%	.
CCc1cccc(C)c1NC(=O)c1cc(S(=O)(=O)N2CCN(c3ccccc3)CC2)ccc1F	-2%	.	-5%	i	.	0.7%	3%	.	-1%
Cc1cccc(N2C(=O)C3C4C=CC(C5CC45)C3C2=O)n1 (stereo unspecified)	-9%	-3	?	?	1%	-0.2%	-87%	-5%	-13%
O=C(CC1S/C(=N\S(=O)(=O)c2ccccc2)N(c2ccccc2)C1=O)Nc1ccc(F)cc1 (stereo unspecified)	2%	3	-9%	i	-2%	-0.4%	-4%	2%	2%
O=C(CCl)N=c1sccn1Cc1ccccc1Cl	1%	-100*	11µM*	.	?	?	10µM*	-9%	?
Cc1ccc(NC(=O)c2ccccc2Br)cc1S(=O)(=O)N(C)C	-4%	0	?	i	?	12%	-11%	-9%	4%
O=C(NCCCN1CCCC1=O)c1ccccc1OCc1ccc(Cl)cc1Cl	-28%	?	4%	i	9%	2.7%	-16%	?	-15%
OCCCc1nc2ccccc2n1CCOc1ccccc1	12%	13	0%	i	-2%	0.1%	4%	-19%	-6%
Cc1ccc(NC(=O)CCc2nc(-c3ccccc3F)no2)c(C)c1	2%	.	0%	i	.	-1.1%	-7%	?	-2%
CC(C)(C)c1nnc(NC(=O)C2CCN(C(=O)c3ccco3)CC2)s1	-1%	54	-18%	i	-10%	0.5%	-2%	?	2%
O=C1Nc2ccccc2/C1=C/c1ccnc2ccccc12	-11%	?	-9%	i	?	8.3%	5%	?	18%
CCOC(=O)CCc1c(C)nc2cc(-c3ccccc3OC)[nH]n2c1=O	-6%	-16	-7%	i	10%	0.5%	-2%	-3%	2%
O=[N+]([O-])c1ccc(N2CCC(=NOCc3ccc(Cl)cc3)CC2)cc1	-19%	?	?	?	12%	-0.8%	-1%	?	-19%
COc1cc2nc(=S)n3[nH]c(COc4ccccc4C)nc3c2cc1OC	-1%	7	-28%	?	12%	0.3%	-1%	-10%	?
CN(Cc1ccccc1)C(C(=O)NC1CCCCC1)c1ccc(Cl)cc1 (stereo unspecified)	-14%	.	8%	i	.	-0.6%	0%	1%[9.27 µM]	-7%
CCOc1ccc(Cn2nnc(C(=O)Nc3cc(C)cc(C)c3)c2N)cc1	2%	-4	5%	i	5%	-0.8%	-2%	12%	-13%
Cc1cccc(C(=O)NNC(=O)c2ccc(Cl)cc2)c1O	-1%	14	18%	i	-2%	3.0%	-21%	-13%	-17%
Cc1cc(C)c(OCCNCc2ccccc2)c(C)c1	-6%	-54*	-7%	i	-7%	-0.6%	4%	-4%	-3%
COc1ccc(OC)c(S(=O)(=O)Nc2cc3c(C(C)=O)c(C)oc3c3ccccc23)c1	-4%	.	6%	i	.	6.0%	-3%	-10%	-19%
CC1=NN(c2nc3ccccc3[nH]2)C(=O)/C1=C/N(C)C	-3%	16	8%	i	2%	-0.4%	1.6µM*	18µM*	?
Cc1[nH]n(-c2ccccc2)c(=O)c1CCOC(=O)c1cccc(C(F)(F)F)c1	-10%	-7	0%	i	8%	0.9%	-14%	8%	-11%
Cc1ccc2nc(NC(=O)C3=NN(c4ccccc4)C(=O)CC3)sc2c1	0%	-18	6%	i	13%	-1.9%	-15%	?	7%
Cc1ccc(NC(=O)Cn2cc(S(=O)(=O)c3ccccc3)c(=O)c3cc(F)ccc32)cc1	14%	-23	12%	?	-22%	0.0%	-22%	-13%	-31%
Cn1c(=O)n(Cc2ccc(F)cc2)c(=O)c2c1nc1n2CCCN1C1CCCCC1	-5%	-18	-3%	i	?	0.2%	4%	?	-20%
Cc1cc(C)cc(NC(=O)CSc2nc3nccnc3c(=O)n2CCc2c[nH]c3ccccc23)c1	9%	.	-4%	.	.	3.7%	-12%	-1%	.
Cc1cccc(NC(=O)c2ccc(F)c(S(=O)(=O)N3CCC4(CC3)OCCO4)c2)c1	1%&-1%	-2	0%&-2%	i	3%	-0.7%&4.2%	-1%&-23%	-18%	3%
COCCN=c1scc(-c2ccccc2)n1/N=C/c1c[nH]c2ccccc12	0%	?	?	i	?	-0.5%	-23%	-5%	-25%
Cc1ccccc1SCC(=O)N/N=C/c1ccc(F)cc1	0%	-4	0%	i	7%	-0.7%	-2%	5%	1%
CC1CN(C(=O)Cn2cc(S(=O)(=O)CC(=O)N(C)c3ccccc3)c3ccccc32)CC(C)O1 (stereo unspecified)	1%	9	7%	i	0%	-0.5%	8%	1%	-1%
CC(C)C(NC(=O)C1CCC(C(C)(C)C)CC1)C(=O)NCc1cccnc1 (stereo unspecified)	-1%	13	14%	i	17%	-0.2%	-32%	-11%	-9%
Cc1cn(CC(=O)NCCCn2ccnc2)c(=O)[nH]c1=O	-6%	6	13%	i	9%	0.4%	4%	-9%	2%
CC[C@@H](C)[C@H](CN[C@H](CNC)C(C)C)NC[C@@H](C)c1ccc(CC(C)C)cc1	-24%	-23	?	.	?	-3.8%	-111%	-5%	28µM*
O=C1C2CCCN2C(c2ccc(F)cc2)N1c1ccc(Cl)cc1 (stereo unspecified)	6%	-15	-6%	i	8%	-1.0%	-49%	?	46%[activator]
O=C(Nc1ccc2nsnc2c1)N1CCCCC1	-7%	3	-3%	i	?	4.2%	-3%	12%	23%
Cc1cc(NC(=O)c2cccc3c2C(=O)N(C2CCCCC2)C3)ccc1Br	7%	9	-13%	i	1%	-0.3%	-5%	12%	1%
CCOc1cc(NC(=S)Nc2cccc(C)c2)c(OCC)cc1NC(=O)CC(C)C	-6%	-9	23%	i	11%	0.4%	-2%	?	-13%
O=C(CCNS(=O)(=O)c1cccc(Cl)c1)OCC(=O)N1CCN(C(=O)c2ccco2)CC1	-3%	-4	11%	i	6%	-1.8%	7%	5%	1%
CC(C)(C)[C@H]1C=C(C(=O)N2CCN(Cc3ccccc3)CC2)O[C@@H](OCc2ccc(CO)cc2)C1	1%	?	-5%	i	?	2.4%	-13%	-17%	-5%
CC(NC(=O)c1ccc2c(c1)CCN2S(=O)(=O)c1ccc(Cl)cc1)c1ccccc1 (stereo unspecified)	6%	.	-16%	i	.	4.5%	-4%	1%	-7%
COc1cccc2cc(C(C)N(CCCN3CCOCC3)C(=S)Nc3cc(C)cc(C)c3)oc12 (stereo unspecified)	-7%	7	-32%	i	?	0.5%	-13%	8%	-33%
COc1ccccc1NC(CC(=O)c1ccccc1)C(=O)OCC(=O)c1ccc(C)cc1 (stereo unspecified)	-1%	-4	4%	i	?	12%	4%	?	104%[activator]
CCOC(=O)N1C2=NC(C(=O)OC)=C(C(=O)OC)[C@@H]3N(C)c4ccc(OC)cc4[C@]23C[C@H]1C(=O)OC	1%	5	11%	i	10%	-1.4%	-3%	19%	1%
CC(C)(C)OC(=O)N[C@@H](Cc1ccccc1)C(=O)NCC1CCC(C(=O)N[C@@H](CC(=O)O)C(=O)O)CC1 (stereo partly specified)	2%	6	-6%	i	9%	0.1%	-11%	2%	-5%
CCOC(=O)C1CCCN(c2nc3ccccc3nc2C(C#N)C(=O)OCC)C1 (stereo unspecified)	?	-29	?	i	?	1.8%	-14%	-5%	10%
Cc1[nH]c2ccc(-c3n[nH]c(=S)n3-c3ccc(Br)cc3)cc2c1C	-4%	5	-1%	i	5%	-0.3%	1%	2%	2%
CC1C(=O)C(C)C(c2ccc3c(c2)OCO3)NC1c1ccc2c(c1)OCO2 (stereo unspecified)	4%[1.84 µM]	-8	-14%	i	22%	-0.9%	-6%	-4%	3%
CN(Cc1nc(Cc2ccccc2F)no1)[C@@H]1CS(=O)(=O)C[C@H]1O	10%	-7	-23%	i	9%	-0.5%	-3%	-1%	.
CCOC(=O)Cn1ccc(NC(=O)c2ccc3c(c2)OCO3)n1	1%	-95*	-23%	i	0%	0.1%	-27%	-12%	.

Looked up one by one from the list above, four records:
SMILES	A549 tox	IL1B secr inh	TGFb SMAD3 inh	S2 tox	MCF10A rereplic	Nrf2 ARE act	HepG2 viability	Nrf2 inh	ATXN2 expr inh
Cc1[nH]c2ccc(-c3n[nH]c(=S)n3-c3ccc(Br)cc3)cc2c1C	-4%	5	-1%	i	5%	-0.3%	1%	2%	2%
COc1ccccc1NC(CC(=O)c1ccccc1)C(=O)OCC(=O)c1ccc(C)cc1 (stereo unspecified)	-1%	-4	4%	i	?	12%	4%	?	104%[activator]
CC(C)(C)OC(=O)N[C@@H](Cc1ccccc1)C(=O)NCC1CCC(C(=O)N[C@@H](CC(=O)O)C(=O)O)CC1 (stereo partly specified)	2%	6	-6%	i	9%	0.1%	-11%	2%	-5%
CN(Cc1nc(Cc2ccccc2F)no1)[C@@H]1CS(=O)(=O)C[C@H]1O	10%	-7	-23%	i	9%	-0.5%	-3%	-1%	.

Screening results: PubChem BioAssay, National Center for Advancing Translational Sciences (NCATS)
